Screens: PubChem, several laboratories
T cell modulator – modulates CD8 T cell binding to vesicles. 2C CD8+ T cell-vesicle binding, flow cytometry; stronger effect = lower value. calls only at 7 µM. actives 0.068% (n = 330,000). AID 2052;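 active = response, share of CD8 T cells binding vesicles, and their 90th percentile fluorescence all below set limits, cut at about 80% in these data, passing the limit was not always enough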
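Assay system: 2C TCR transgenic mouse naive CD8+ T cells, MACS-purified | Read-out: CD8+ gate FL2 mean fluorescence as % of same-row positive control | Signal: High-throughput flow cytometry with anti-B7-1 and anti-CD8 staining | Timing: Binding step 1.5 h, 37 °C, antibody labelling 20 min, ice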
bCat nuc transl – alters nuclear translocation of beta-catenin in HeLa cells; immunofluorescence imaging; nuclear translocation activity, % at 5 µM; actives 0.3% (n = 190,000); AID 1665;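 active = nuclear translocation activity above 50% at 5 µM, with a well cell count of 50 or more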;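 also: per-cell ratio of nuclear to cytoplasmic median beta-catenin stain intensity; plate controls were DMSO negative control for no effect and GSK-3 inhibitor IX positive control for full effect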
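Read-out: Nuclear/cytoplasmic beta-catenin signal ratio, % activation | Assay system: Human HeLa cell line | Times: 24 h compound exposure at 37°C, 5% CO2 | Signal: Fluorescence imaging of beta-catenin antibody stain plus DAPI | Dosing: 5 µM primary, 0.02–20 µM confirmation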
WT yeast gro inh – growth inhibition of WT yeast, mitochondrial fusion screen. mitochondrial fusion phenotypic screen, WT strain. inhibition, % at 10 µM. actives 2.1% (n = 190,000); in the data active = inhibition above about 58%; tested in S. cerevisiae
Dynein cargo inh – blocks dynein driven cargo transport along microtubules | 3617.4 mouse cells, GR-EGFP nuclear translocation imaging; test concentration mostly 20 µM; stimulated with dexamethasone, 1 µM; stronger effect = lower value | z-score, hits read low | actives 0.47% (n = 220,000) | AID 1381;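 active = plate z-score of nuclear minus cytoplasmic receptor signal below a set negative limit, without overly bright fluorescence or cell loss, cut at about -3.5 in these data, passing the limit was not always enough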;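 also: z-score of nuclear minus cytoplasmic ring GR-EGFP intensity difference per well; some compounds called inactive have numbers as strong as hits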
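Buffer or medium: Induction medium lacking tetracycline, stripped serum | Also added: Dexamethasone agonist, 1.0 µM final, for 30 min | Timing: 48 h induction, 1 h compound, 30 min dex at 37 °C | Detection: Formaldehyde fixation, Hoechst nuclear stain, 10x automated fluorescence imaging | Measure: Nuclear versus cytoplasmic GR-EGFP signal, averaged per well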
M17LAP inhibition – P. falciparum M17LAP inhibitors, primary screen, biochemical, fluorogenic H-Leu-NHMec substrate, 1536-well (AID 1619); recombinant M17LAP, H-Leu-NHMec fluorogenic kinetic assay; higher % means a stronger effect; one-dose inhibition, % at 30 µM; IC50 in µM for titrated hits; actives 0.38% (n = 220,000);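 active = compound inhibiting the enzyme by more than half at any dose during confirmatory dose-response retesting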;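 also: plate controls were full reaction with DMSO carrier for no effect and no enzyme background for full effect; strong numbers were not always called active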
MT stabilizer – stabilizes microtubules in HeLa cells; HeLa tubulin immunostaining HCS, 24 h; share of cells brighter than vehicle mean+2SD; AID 2205; actives 0.83% (n = 200,000); % tubulin-high responders, % at 10 µM;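 active = plate Z-score above 3 for both tubulin-high and condensed-nucleus cell shares, with cell loss under 80%, at 10 µM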;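 also: anti alpha tubulin signal scored within the nucleus-defined area of each cell; some results filed as inactive read as strong as hits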
Yfh1-off respiration – mitochondrial function rescue without frataxin homolog – Friedreich's ataxia, plus single-dose screen, dose response (AID 1465). S. cerevisiae Yfh1-off respiration, WST-1 reduction, 72 h; higher fold induction means a stronger effect. fold induction at 50 µM, or EC50 in µM where a hit was titrated. actives 0.074% (n = 220,000);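 active = fold induction of absorbance versus untreated yeast above a set limit, then at least 30% activation at any dose in follow-up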;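 also: activators that raise dye reduction in frataxin-depleted yeast; strong numbers were not always called active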
P. falciparum M1AAP – P. falciparum M1AAP inhibitors, biochemical, fluorogenic H-Leu-NHMec substrate, 1536-well (AID 1445) | one-dose inhibition, % at 30 µM; IC50 in µM for titrated hits | recombinant M1AAP, H-Leu-NHMec fluorogenic kinetic assay; higher % means a stronger effect | actives 0.42% (n = 220,000);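 active = primary inhibition above the hit cutoff, then over 50% inhibition at one or more dose response concentrations, cut at about 23% in these data, passing the limit was not always enough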;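 also: plate controls were DMSO full reaction for no effect and no enzyme background for full effect; strong numbers were not always called active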
Autophagy mod – modulators of autophagy | MEF GFP-LC3 puncta imaging; test concentration mostly 10 µM | AID 463193 | actives 0.98% (n = 190,000) | calls only at 10 µM (by protocol);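 active = percentage of spot-positive cells more than 3 SD above its plate mean, without a fluorescence outlier flag or 80% toxicity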;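 also: spot-positive cell cutoff set from DMSO-treated cells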
WT yeast gro inh mutant strain – also measured in WT yeast gro inh; calls as there; inhibition, %; mitochondrial fusion phenotypic screen, mutant strain inhibition
Dynein cargo inh cytoplasmic EGFP – further read-out of Dynein cargo inh, marked with its call; z-score; measured here: cytoplasmic GR-EGFP intensity; stronger effect = higher value
Dynein cargo inh nuclear GR-EGFP – also measured in Dynein cargo inh; calls as there; z-score; measured here: nuclear GR-EGFP intensity;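 lower value marks the stronger effect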
Dynein cargo inh cell count – also measured in Dynein cargo inh; calls as there; z-score; measured here: cell count per field
bCat nuc transl cell count 5 µM – also measured in bCat nuc transl; calls as there; cell count; measured here: cell count, cytotoxicity flag
T cell modulator vesicle-bound % – further read-out of T cell modulator, marked with its call; double positive events, %; measured here: CD8+ vesicle-bound cell fraction;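 binding gate set so that unloaded-vesicle control wells show 10% double positive cells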
MT stabilizer Hoechst-high % – further read-out of MT stabilizer, marked with its call; % Hoechst-high responders; measured here: nuclear condensation Hoechst responders;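 share of cells brighter than vehicle mean plus two SD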
MT stabilizer cytotoxicity % – recorded beside MT stabilizer, whose call it bears; toxicity, %; measured here: cytotoxicity by cell density;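 0% = mean cell density of plate MIN control wells and 100% = no cells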
Autophagy mod cell loss 18 h – further read-out of Autophagy mod, marked with its call; toxicity, %; measured here: cell loss, nuclei count;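 cell loss after 18 h compound exposure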
Numbers without * were called inactive; i = inactive; . = no result given; + = active, no number.

SMILES	T cell modulator	T cell modulator vesicle-bound %	bCat nuc transl	bCat nuc transl cell count 5 µM	WT yeast gro inh	WT yeast gro inh mutant strain	Dynein cargo inh	Dynein cargo inh cytoplasmic EGFP	Dynein cargo inh nuclear GR-EGFP	Dynein cargo inh cell count	M17LAP inhibition	MT stabilizer	MT stabilizer Hoechst-high %	MT stabilizer cytotoxicity %	Yfh1-off respiration	P. falciparum M1AAP	Autophagy mod	Autophagy mod cell loss 18 h
Cc1ccc(NC(=O)CCn2cnc3cc(C)c(C)cc32)cc1	i	33.7	1.0	921	5.8	4.8	0.169	-0.225	0.107	0.822	25.1%	4.5	2.8	6.4	i	9.9%	i	-7.5
COc1ccc([N+](=O)[O-])cc1NC(=O)c1cn(-c2ccc(Cl)cc2)c(=O)c2ccccc12	i	20.8	0.3	486	8.6	6.9	-0.013	-0.288	-0.449	0.164	-19.0%	2.9	4.2	10.3	i	3.8%	i	-5.8
CCCc1ccc(OCC(=O)NNC(=O)c2cccnc2)cc1	i	38.9	.	.	3.4	1.0	0.2	-0.111	0.266	0.085	3.6%	1.7	1.5	3.5	i	-2.3%	i	-47.2
COCCOC(=O)C(C#N)c1nc2ccccc2nc1N1CCN(Cc2ccccc2)CC1 (stereo unspecified)	i	28.7	-2.3	1027	-1.1	-26.7	-0.274	-0.0855	0.0857	0.488	9.5%	2.5	1.8	6.9	i	2.1%	i	1.2
CC1CCN(CCCNC(=O)c2ccc3c(=O)n(Cc4ccc(Cl)cc4)c(=S)[nH]c3c2)CC1	i	57.4	3.3	896	19.2	-19.1	-5.1	0.843	-2.68	-5.03	2.8%	30.7	61.8	86.6	i	7.2%	+	15.3*
CCOc1ccc(C(C)C)cc1S(=O)(=O)n1nc(C)cc1C	i	20.4	-0.5	1042	17.0	-4.9	0.0719	-0.197	0.371	-0.299	4.3%	3.4	2.6	8.0	i	-0.1%	i	-1.0
Clc1cnc(N/N=C/c2ccco2)c(Cl)c1	i	45.2	-1.5	912	41.7	26.4	0.682	-0.27	0.0563	-0.139	12.0%	1.2	1.5	3.0	i	4.0%	i	-11.7
O=c1cc(O)c2sc(Nc3ccc(F)cc3)nc2[nH]1	i	39.7	1.0	513	-8.5	7.9	0.00367	-0.205	0.123	0.143	20.8%	2.7	3.8	9.4	i	16.0%	i	6.0
CN1CCN(C2=Cc3ccccc3Sc3cc(F)c(F)cc32)CC1	i	38.6	.	.	94.5	95.0	-3.27	0.564	-1.41	-4.89	0.4%	5.7	3.0	3.7	i	-3.1%	i	-9.4
C[N+]1(CN2C(=O)C3C4C=CC(C4)C3C2=O)CCCCC1 (stereo unspecified)	i	38.2	0.3	1366	.	.	-0.867	-0.235	-0.443	1.22	8.1%	.	.	.	i	13.1%	.	.
CCOCCCNC(=O)C(NC(=O)Cc1cccs1)c1ccc(Cl)cc1 (stereo unspecified)	i	35.9	1.0	1110	0.4	1.8	-0.894	-0.231	-0.0527	0.0797	-2.8%	2.3	2.7	6.0	i	2.4%	i	-7.6
O=S(=O)(NCCc1ccc2c(c1)OCCO2)c1cccs1	i	26.1	-1.8	1112	2.8	9.4	-0.495	-0.0011	0.0443	-0.127	-20.8%	4.7	2.6	6.0	i	-0.4%	i	4.4
NC(=O)COc1ncnc2scc(-c3ccc(F)cc3)c12	i	48.6	-2.7	1032	1.5	-7.7	-0.275	-0.103	-0.125	0.0797	5.2%	1.7	2.1	11.0	i	3.9%	i	-8.4
CC(C)(C)OC(=O)N1CCC[C@H]1c1nnc(SCc2ccc(Cl)cc2)o1	i	20.0	0.5	1305	.	.	-0.682	-0.84	-0.617	0.275	0.2%	.	.	.	i	1.4%	.	.
CC1=CCC2C(=O)N(c3ccc(Br)cc3C)C(=O)C2C1 (stereo unspecified)	i	9.0	0.4	917	3.4	6.8	-0.297	-0.211	-0.131	1.68	-2.6%	3.1	2.7	6.4	i	-1.4%	i	2.0
CC(C)(C)NC(=O)C1CCN(C(=O)c2ccc(Br)cc2)CC1	i	12.2	0.2	1052	-18.6	1.4	-0.917	0.0819	-0.214	0.6	-9.2%	2.9	2.2	4.0	i	9.2%	i	-5.3
Cc1occc1C(=O)NCc1ccco1	i	22.2	-7.0	584	-4.3	-4.8	0.551	0.737	1.04	-1.41	9.1%	3.2	3.0	8.6	i	1.6%	i	7.1
CC1CC(C)CN(C(=O)Nc2ccccc2F)C1 (stereo unspecified)	i	59.4	-1.1	1307	.	.	0.218	-0.281	0.0178	0.856	-1.1%	.	.	.	i	7.8%	.	.
CCC(=O)Nc1nc2ccccc2n1CCN(CC)CC	i	16.8	-1.2	1113	17.3	9.7	2.45	-0.031	1.65	-1.7	-6.5%	4.2	2.8	5.3	i	-2.8%	i	2.2
COc1ccc(C2=NOC(CN3C(=O)c4ccccc4S3(=O)=O)C2)cc1 (stereo unspecified)	i	8.9	0.1	1131	-19.1	-21.5	0.643	-0.255	0.795	-0.939	-1.1%	2.5	1.9	2.8	i	-8.0%	i	-15.4
COc1ccc(-c2nnc(SCC(=O)c3cccs3)o2)c(OC)c1	i	18.5	-1.3	818	63.6*	-1.8*	-0.39	-0.22	-0.308	0.712	4.4%	1.2	2.0	10.9	i	-4.3%	i	2.5
CCCCN=CC1=C(O)C(C(=O)OC)C(C)(C)CC1=O (stereo unspecified)	i	38.9	0.7	1101	-1.1	-11.0	-0.9	-0.209	-0.327	0.503	-5.1%	5.0	2.4	3.6	i	1.0%	i	4.6
COCCNc1nc2nonc2nc1NC(C)c1ccccc1Cl (stereo unspecified)	i	50.0	3.1	995	10.9	13.8	0.455	-0.0668	0.351	-0.362	-4.7%	1.2	1.8	1.2	i	3.8%	i	2.8
CN(C(=O)C1CCCO1)c1nnc(-c2ccncc2)s1 (stereo unspecified)	i	48.8	-0.8	1105	-12.3	-69.8	-0.701	-0.251	-0.0957	0.247	1.3%	0.9	2.1	8.3	i	-5.8%	i	1.0
[O-][n+]1onc2c1CCc1c-2nn(-c2ccccc2Cl)[n+]1[O-]	i	12.4	1.4	703	-4.5	1.0	-2.16	0.0327	-0.784	0.142	-12.2%	7.2	2.1	13.8	i	6.6%	i	24.1
CCc1ccc(O)c(-c2cc(C(=O)Nc3cccnc3)[nH]n2)c1	i	31.7	0.6	1327	.	.	0.00131	-0.226	0.0871	0.874	-1.4%	.	.	.	i	0.7%	.	.
COc1ccc(OC)c(NC(=O)CSc2nnc(C3CCCCC3)o2)c1	i	49.0	0.0	1542	-8.5	14.5	-0.62	-0.296	-0.331	-0.187	1.2%	4.2	1.5	6.0	i	5.9%	i	5.2
CCOC(=O)c1sc(NC(=O)CSc2ncccn2)c(C#N)c1C	.	.	0.2	944	27.9	12.0	-0.0935	-0.253	-0.0633	0.312	-5.8%	2.9	1.7	8.9	i	-3.0%	i	1.2
Cc1cc(C)n(CCNc2nc3nonc3nc2N2CCCCC2)n1	i	23.7	1.7	904	6.9	10.4	-0.476	-0.268	-0.273	0.991	0.7%	3.8	2.1	2.8	i	0.7%	i	-19.9
CC(=O)C1CCC2C3CCC4=CC(=O)CC[C@]4(C)[C@@]3(F)C(O)C[C@]12C (stereo partly specified)	i	55.8	-7.5	1089	.	.	-0.951	-0.257	-0.502	0.838	3.4%	.	.	.	i	1.7%	.	.
O=S(=O)(NCc1csc(-c2cccs2)n1)c1cccc(C(F)(F)F)c1	i	29.4	1.6	1322	.	.	0.578	-0.236	0.156	-0.284	5.0%	.	.	.	i	-2.6%	.	.
C/C(=N\NC(=O)c1ccc(Cl)cc1)c1cccs1	.	.	-3.9	1089	15.0	-6.5	0.3	-0.231	0.241	0.0456	-0.7%	3.0	1.0	3.8	i	6.5%	i	-6.5
Cc1cc(SCC(=O)NCCN2C(=O)CSC2=O)nc2c(C)cccc12	i	52.2	0.0	945	-21.1	-27.6	-0.407	-0.323	-0.444	0.333	-0.5%	3.5	2.2	4.8	i	1.0%	i	-3.0
Cc1cc(NC(=O)C(C)Oc2ccc(Cl)cc2Cl)n(-c2ccccc2)n1 (stereo unspecified)	i	15.0	-1.3	1213	8.4	0.6	0.643	0.186	0.498	0.541	2.1%	1.7	2.7	10.5	i	-0.2%	i	7.9
Cc1nn(C(=O)N2CCOCC2)c(C)c1C	i	13.1	-0.4	1104	-23.8	-2.9	-0.297	-0.271	-0.166	1.09	-5.4%	3.4	1.7	6.2	i	3.9%	i	-3.5
CN(C)S(=O)(=O)c1ccc2oc(SCC(=O)NCC(F)(F)F)nc2c1	i	25.2	-1.1	1189	2.1	-2.8	-0.239	-0.257	0.332	-0.641	-3.8%	3.8	3.1	6.5	i	1.1%	i	10.0
